# DT40 TDP1 no CPT: qHTS for Inhibitors of human tyrosyl-DNA phosphodiesterase 1 (TDP1): qHTS in cells in absence of CPT | Potency, µM (titrated, usually from 46.2 µM), inactives show at the top dose activity change, negative = growth inhibition, actives largely listed as inhibitors | DT40 Tdp1-/- hTDP1 cells, no CPT, ATP luminescence, 48 h | AID 686978, 2013 | hit rate 15% among 420,000; further: nearly all actives have a fitted effect of over 55% in size
#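 Chicken DT40 Tdp1-/- cells stably complemented with human TDP1 were seeded at 400 cells/well with DMSO in place of 20 nM camptothecin. After compound pinning, cells grew at least 48 hr at 37 °C; viability read by CellTiter-Glo luminescence.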
# TDP1 block: TDP1 (human) enzyme inhibition. recombinant TDP1, AlphaScreen DNA substrate cleavage. Potency, µM (series often up to 130 µM), for inactives: at the highest dose activity change, negative = inhibition, hits mostly inhibitors. hit rate 0.28% among 350,000; further: nearly all actives have a fitted effect of over 40% in size
# Target sequence (Q9NUW8 whole entry, looked up): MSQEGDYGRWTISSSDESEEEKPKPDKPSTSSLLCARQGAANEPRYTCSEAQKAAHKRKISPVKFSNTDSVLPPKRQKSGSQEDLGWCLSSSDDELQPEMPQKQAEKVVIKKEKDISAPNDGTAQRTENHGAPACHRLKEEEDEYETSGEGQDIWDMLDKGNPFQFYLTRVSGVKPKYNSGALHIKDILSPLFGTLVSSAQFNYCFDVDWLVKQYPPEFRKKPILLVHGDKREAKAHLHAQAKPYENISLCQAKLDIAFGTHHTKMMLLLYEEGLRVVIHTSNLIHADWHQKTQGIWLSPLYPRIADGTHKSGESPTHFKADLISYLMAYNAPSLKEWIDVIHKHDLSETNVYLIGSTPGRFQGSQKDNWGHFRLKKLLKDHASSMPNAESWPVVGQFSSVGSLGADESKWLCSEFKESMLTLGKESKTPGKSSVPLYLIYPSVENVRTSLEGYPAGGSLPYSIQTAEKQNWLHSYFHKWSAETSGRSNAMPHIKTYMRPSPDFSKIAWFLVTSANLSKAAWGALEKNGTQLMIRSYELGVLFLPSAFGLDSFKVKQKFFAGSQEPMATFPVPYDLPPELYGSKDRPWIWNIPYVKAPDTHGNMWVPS
#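 AlphaScreen read-out: signal falls as enzyme removes the 3' tyrosine-FITC from a 5'-biotinylated DNA oligo (15 nM, 5 min, RT). Enzyme was E. coli-made recombinant Tdp1 at 1 nM, exposed to compound for 15 min beforehand; beads 10 ug/ml, 10 min.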
# N370S GC mod: N370S glucocerebrosidase modulation, Gaucher chaperone candidate | P04062 | N370S GC spleen homogenate, 4MU-glucoside fluorescence | Potency, µM (series often up to 59.4 µM), without a hit: at the highest dose activity change, negative = inhibition, hits mostly inhibitors | hit rate 0.092% among 330,000 | AID 2101;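 further: 0% = full enzyme activity and -100% = no enzyme basal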
# Starred values were filed as active, the others as inactive; ? = inconclusive; . = no result given; & = joins results of further samples; [ ] = another dose, or the depositor's remark. The call rests on the fitted dose curve; in most records, active means well fitted curve in the direction sought with a large enough effect; inconclusive means small, poorly fitted or top-dose-only effect, or another doubt; inactive means no such curve, though single readings can be large; an effect the other way counts as inactive or inconclusive. Unless noted, on the % scale 0 is the no-effect control and ±100 the full control effect; potency means the concentration at half of the fitted maximal effect.
SMILES | N370S GC mod | TDP1 block | DT40 TDP1 no CPT
Cc1ccc(S(=O)(=O)N2CCCC2C(=O)NCc2ccco2)cc1 (stereo not drawn) | 2% | 0% | -18%
Cc1cccc(C)c1NC(=O)CN(C)CC(=O)Nc1ccccc1Oc1ccccc1 | -10% | -1% | ?
FC(F)(F)c1cc(C(F)(F)F)c2ccc(N3CCOCC3)nc2n1 | -5% | . | -5%
COc1cc(NC(=O)CN2C(=O)COc3ccc(S(=O)(=O)N4CCCC4)cc32)cc(OC)c1 | 2% | 1% | ?
CCN1C(=O)/C(=C\N2CCN(C)CC2)SC1=S | -1% | 2% | -16%
CCCCC/C=C\C\C=C/C=C/C=C/[C@@H](SCC(N)C(=O)NCC(=O)O)[C@@H](O)CCCC(=O)O (stereo partly drawn) | 4% | 5% | .
CCOC(=O)c1cnn(Cc2ccccc2Cl)c1N | 0%[12.8 µM] | -2% | -12%
CCOc1ccccc1C(=O)Nc1cc(C(=O)NCCc2ccccc2)ccc1Cl | 5% | 3% | ?
COC(=O)CN(C(=O)CSc1nnc(-c2cccc(OC)c2)o1)c1ccc(OC)cc1 | 14% | 3% | ?
CC(C)(C)NC(=O)CN(Cc1ccccc1)S(=O)(=O)c1ccccc1 | -1% | . | -8%
CN1CCN(CCc2ccc(Cl)c(Cl)c2)CC1 | ? | 7% | 30µM*
CCOC(=O)c1c(-c2ccc(Br)cc2)csc1NC(=O)c1ccc(C(C)(C)C)cc1 | . | -1%[12.3 µM] | 2%
C/C(=N\NC(=O)C1CCCC1)c1ccc(Cl)cc1Cl | -6% | 2% | -20%
O=C(Nc1nc2ccccc2n1CCN1CCOCC1)c1cn(-c2ccccc2)nc1-c1ccccc1 | -9% | 12% | 18µM*
CC(=O)c1ccc(-c2nc3ccccc3n2C)o1 | ? | 0%&1% | ?
Cc1ccc(-n2nnnc2SCC(=O)c2ccc3c(c2)NC(=O)CO3)c(C)c1 | 5% | 5% | ?
O=C(c1ccco1)N1CCN(C(=S)NC2CC3CCC2C3)CC1 (stereo not drawn) | 4% | 3% | -16%
Cc1ccc(S(=O)(=O)N(Cc2n[nH]c(=S)n2-c2ccccc2)c2cccc(Cl)c2)cc1 | -3% | 3% | -21%
O=c1c2[nH]c3ccc(Cl)cc3c2ncn1Cc1ccccn1 | -3% | 2% | 8%
Nc1nc(C2C(=O)CCCC2=O)cs1 | -1% | ? | 23%
COc1ccc(Cl)cc1NC(=O)C/C(C)=N/NC(=O)c1ccccc1Cl | -18% | . | 5%
O=C(N1CCN(Cc2ccc3c(c2)OCO3)CC1)C(Cl)(Cl)Cl | 0% | . | -13%
COCCn1c(-c2ccccc2)nc2oc3ccccc3c(=O)c2c1=O | 3% | 2% | -19%
Cc1ccc2nc(N3CC(C)OC(C)C3)nc(-c3ccccc3)c2c1 (stereo not drawn) | 2% | 2% | ?
Cc1ccc(OCC(=O)N2CCc3ccccc3C2)c(Br)c1 | 19% | . | ?
COc1ccc(C2(c3ccc(OC)cc3)NC(=O)N(CC(=O)N(C)C)C2=O)cc1 | 3% | -2% | -9%
CC(C)C[C@@H]1NC(=O)[C@H](C(C)C)NC(=O)c2cc([N+](=O)[O-])cc(I)c2NCC[C@@H](C(N)=O)NC1=O | 3% | -3% | -3%
O=S(=O)(c1ccc(N2CCN(S(=O)(=O)c3ccc4c(c3)OCCO4)CC2)nc1)N1CCCC1 | -4% | 2% | ?
COc1ncc2nc(C)c(=O)n(C)c2n1 | 12% | . | 0%
CCCCC[C@H](O)/C=C/C1=C(CCCCCCC(=O)O)C(=O)CC1 | -6%&3%&-5% | 11%&9% | 2%

# 5 compounds picked at random from those above, as already listed:
SMILES | N370S GC mod | TDP1 block | DT40 TDP1 no CPT
CCOC(=O)c1cnn(Cc2ccccc2Cl)c1N | 0%[12.8 µM] | -2% | -12%
CC(C)(C)NC(=O)CN(Cc1ccccc1)S(=O)(=O)c1ccccc1 | -1% | . | -8%
Cc1ccc(S(=O)(=O)N(Cc2n[nH]c(=S)n2-c2ccccc2)c2cccc(Cl)c2)cc1 | -3% | 3% | -21%
Cc1cccc(C)c1NC(=O)CN(C)CC(=O)Nc1ccccc1Oc1ccccc1 | -10% | -1% | ?
Cc1ccc2nc(N3CC(C)OC(C)C3)nc(-c3ccccc3)c2c1 (stereo not drawn) | 2% | 2% | ?

# Carrying on.
SMILES | N370S GC mod | TDP1 block | DT40 TDP1 no CPT
CO[C@@H]1C[C@H](O[C@H]2[C@@H](C)[C@H](O[C@@H]3O[C@@H](C)C[C@@H](N(C)C)[C@@H]3OC(C)=O)[C@H](C)C[C@]3(CO3)C(=O)[C@H](C)[C@H](OC(C)=O)[C@H](C)[C@H](C)OC(=O)[C@@H]2C)O[C@H](C)[C@@H]1OC(C)=O | 0%[21.6 µM] | 4%[21 µM] | .
Cc1ccnc(NC(=S)NC(=O)/C=C/c2ccco2)c1 | -2% | 2% | 9.2µM*
C=CCn1c(SCc2ccc(Cl)cc2)nc2c1c(=O)[nH]c(=O)n2C | 26% | 4% | 21µM*
Cc1nc2c(-c3ccc(F)cc3)cnn2c2c1CCC2 | 5% | -11% | ?
CCCn1cc(CN2CCc3ccc(NC(=O)C4CCCO4)cc3C2)c(C)n1 (stereo not drawn) | 0% | -19% | -26%
COc1ccccc1N1CCN(C(=O)CSc2nc3ccccc3o2)CC1 | -22% | -2% | ?
CS(=O)(=O)N(CC(=O)Nc1ccccc1C(=O)NCc1ccco1)c1ccc2c(c1)OCCO2 | 4% | 2% | ?
COc1cccc(NC(=S)NCc2cccnc2)c1 | -1% | 1% | 6%
COc1ccc(N(CC(=O)Nc2ccc(C)c(C)c2)S(=O)(=O)c2c(C)n[nH]c2C)cc1 | -11% | 7% | ?
CCC(=O)C1=C(N2CCCC2)CC(C)(C)CC1=O | 2% | 4% | -2%
O=C(COC(=O)c1cc(-c2ccccc2Cl)nc2ccccc12)Nc1ncc(C(F)(F)F)cc1Cl | 0% | . | 2%
Cc1ccc(-n2ncc3c(=O)[nH]cnc32)c(C)c1 | -14% | 0% | -1%
Cc1ccccc1CNC(=O)c1cnc2sc(N3CCOCC3)nn2c1=O | . | 3% | ?
Cc1oc2cc3oc(=O)c(CC(=O)NCCC(=O)O)c(C)c3cc2c1C | 0% | . | 4%
O=C(Oc1ccc2c(=O)c(Oc3ccc4ccccc4c3)coc2c1)c1cncc(Br)c1 | 5% | -3% | -3%
COc1cccc(NC(=O)CN(C)C(=O)CCNS(=O)(=O)c2ccc(C)cc2)c1 | . | 0% | 15%
COc1ccc(C(=O)CSc2nc3cccnc3n2C)cc1 | 6% | -2% | ?
COCCNc1nnc(SC(C)C(=O)Nc2ccc(-c3nc4ccc(C)cc4s3)cc2)s1 (stereo not drawn) | 13% | 8% | ?
O=C(N/N=C/c1cccnc1)c1cccc(Br)c1 | 0% | 3% | 0%
O=C(COC(=O)Cc1ccsc1)NC1CCCCCC1 | 0% | 2% | -3%
O=C(Nc1ccccc1C(=O)O)c1cc(S(=O)(=O)NCc2ccccc2)ccc1Cl | 5% | 4%[0.0935 µM] | -11%
O=C(NCc1ccc(Cl)cc1)C(=O)NCC1OCCN1S(=O)(=O)c1ccc2c(c1)OCCO2 (stereo not drawn) | 1% | -4% | ?
COc1cc2oc(=O)cc(-c3ccc(-c4ccc(F)c(Cl)c4)cc3)c2c(OC)c1OC | 8% | -3%[56.1 µM] | 15µM*
CCCSC1=C(C#N)C(c2cccnc2)C(C(=O)OCC)=C(c2ccccc2)N1 (stereo not drawn) | -6% | 8% | ?
O=C(CSc1nc2ccccc2nc1Cc1ccccc1)N1CCc2ccccc21 | . | 5% | -13%
CCN1C(=O)CC(N2CCC(C(=O)N3CCOCC3)CC2)C1=O (stereo not drawn) | 7% | 0% | 1%
CC(C)N(Cc1nc(-c2ccc(Cl)cc2)no1)C(=O)/C=C/c1ccccc1 | 21% | 8% | ?
COc1ccc2c(c1)[nH]c1c(=O)n(CCC3=CCCCC3)cnc12 | -13% | 5% | 23µM*
Cc1ccc2cc3cc(C(=O)N(CC(=O)NC4CCCC4)c4cccc(C)c4C)sc3nc2c1 | -8% | -3% | 18µM*
CCC(=O)Nc1cc(C(=O)O)ccc1Sc1ccc(Cl)cc1 | 5% | 2% | -4%
O=C(/C=C/c1ccccc1Cl)c1ccc(O)cc1 | ? | 5% | 15µM*
COc1cccc(C(=O)Nc2c3c(nc4c2CCC4)CCCC3)c1 | -4% | 2% | -25%
CCCCN(CC)CCCNC(=O)c1csc2c1CCCCC2 | -10% | -1% | -19%
CCOc1cc(C(=O)Nc2ccc(S(=O)(=O)Nc3onc(C)c3C)cc2)cc(OCC)c1OCC | . | 3% | ?
CCN(CC)c1ccc(S(=O)(=O)N2CCCCC2)cc1NC(=O)C1=COCCO1 | 16% | 1% | ?
Fc1ccccc1Cn1c(-c2ccccc2)nc2ccccc21 | . | 5% | 7.3µM*
COc1ccc(C(=O)Nc2ccnn2C2CCN(C(=O)c3cccnc3)CC2)cc1 | -11% | 3% | -28%
CC(C)=CCCC1(C)C=Cc2c(O)c3c(c(CC=C(C)C)c2O1)OC12C(=CCCC1C(C)(C)O[C@@]2(C/C=C(\C)C(=O)O)C(=O)O)C3=O (stereo partly drawn) | 3% | 11% | -12%
Cn1nnnc1SCC(=O)Nc1ncc(Cl)cc1Cl | -12% | -3% | -6%
COc1ccc(NC(=O)c2c(N)no[n+]2[O-])cc1 | -4% | -13% | -26%
Cn1c(=O)oc2cc(S(=O)(=O)N3CCC(C(=O)N4CCN(c5ccccc5F)CC4)CC3)ccc21 | . | 6% | 18µM*
COc1ccccc1OCCn1cc(/C=N/n2cnnc2)c2ccccc21 | -1% | 1% | ?
CCOC(=O)c1nnn(-c2nonc2NC(C)=O)c1C | -27% | 2% | 6%
O=C(CSc1cccc2cccnc12)OCC(=O)c1ccc(Br)cc1 | 10% | 8% | -15%
O=C(Cn1cnc2ccccc2c1=O)NNC(=O)c1ccccc1F | . | 0% | 7%
Cc1cnc(=O)[nH]c1SCC(=O)Nc1nc2ccccc2s1 | . | 0% | 1%
COc1ccc(-c2c(C)cc3oc(=O)cc(-c4ccccc4)c3c2C)cc1 | -14%[89.1 µM] | 0%[56.1 µM] | ?
Cc1ccc(N(C(C)C(=O)N2CCOCC2)S(C)(=O)=O)cc1C (stereo not drawn) | 7% | -3% | -6%
Cc1noc(C)c1COC(=O)COc1ccc2c(C)cc(=O)oc2c1 | -3% | 4% | 0%
CCCOC(=O)CCc1n[nH]c(=O)[nH]c1=O | 3% | 1% | -1%
COc1ccc2c(c1)CCCC21SC(NC(C)=O)=NN1C(C)=O (stereo not drawn) | -4% | 3% | -7%
O=C(NCC(c1cccs1)N1CCOCC1)C1CCN(S(=O)(=O)c2c(Cl)cccc2Cl)CC1 (stereo not drawn) | -14% | . | ?
Cc1ccc(N(CC(C)C)S(=O)(=O)c2nnc(NC(=O)c3ccco3)s2)cc1 | . | 1% | 18µM*
CC(C)(CN1CCCC1)NC(=O)C1CCC(=O)N(CCCN2CCOCC2)C1 (stereo not drawn) | 2% | 4% | 16%
COc1ccc(NC(=O)C2CCCN2S(=O)(=O)c2ccc(C)cc2)cc1 (stereo not drawn) | -2% | 2% | -26%
COC(=O)c1ccccc1NC(=O)c1nc2nc(C)cc(C(F)F)n2n1 | 8% | 5% | -2%
Cc1ccccc1NS(=O)(=O)c1ccc(OCC(=O)NCc2cccnc2)cc1 | 4% | 1% | -1%
Cc1cnc(CNc2nc(-c3ccccc3C(F)(F)F)nc3ccccc23)cn1 | ? | . | -10%
CCOC(=O)N1CCC(N2C(=O)c3ccccc3C2Nc2ccc(Cl)cn2)CC1 (stereo not drawn) | 11% | 7% | ?
O=C(COC(=O)C1(c2ccccc2F)CCCC1)N1CCN(C(=O)c2ccco2)CC1 | 1% | 3% | -15%

# Continuation:
SMILES | N370S GC mod | TDP1 block | DT40 TDP1 no CPT
Cc1ccc(NC(=O)COC(=O)CN2CCCCCC2=O)cc1C | . | 1% | 2%
Cc1cc(C)n(C(=O)c2ccc([N+](=O)[O-])cc2[N+](=O)[O-])n1 | 4% | 6% | -11%
O=C(Nc1ccc(Oc2cccnc2)cc1)C1CCN(Cc2cccc(Cl)c2)CC1 | -21% | 4% | ?
O=C(Cc1c(F)cccc1Cl)N1CCN(S(=O)(=O)c2cccc(F)c2)CC1 | -1% | -3% | 10%
COc1ccccc1CNC(=O)c1ccc(CS(=O)(=O)c2ccccc2OC)o1 | 4% | 6% | -28%
N#CC1=C(N)Oc2n[nH]c(-c3ccc(F)cc3)c2C1c1cccc(OC(=O)N2CCOCC2)c1 (stereo not drawn) | -7% | 5% | -24%
CCOC(=O)c1c(NC(=O)CN2C(=O)NC(C)(c3ccc(OC(F)F)cc3)C2=O)sc(C)c1C (stereo not drawn) | 0% | 5% | 16µM*
Cn1cc(S(=O)(=O)N2CCCC2)cc1C(=O)Nc1ccc(F)cc1F | . | 1% | -5%

# Some of the compounds tested, so the mix of outcomes need not match the whole.
